High-throughput results (PubChem BioAssay)
FAS-TE inh: FAS thioesterase domain inhibitors, primary screen, biochemical, fluorescence intensity, uHTS | inhibition, % at 15 µM | Fatty acid synthase (Homo sapiens), P49327 | AID 602261, 2012 | 360,000 compounds, 0.67% hits | recombinant FAS-TE, OMFH fluorogenic substrate, fluorescence endpoint;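 active means compounds whose normalised, plate-corrected inhibition of enzyme fluorescence in the single-dose primary screen is 50% or more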;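 further: 0% = DMSO with enzyme and 100% = substrate without enzyme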
MT1-MMP act inh: blockers of MT1-MMP proenzyme processing, primary screen, HT1080 RFP-PRO-GFP cells, GFP/RFP fluorescence | AID 651647, 2012 | GFP/RFP ratio fluorescence, overnight; percent of plate control window, DMSO zero | GFP/RFP ratio change, % at 20 µM | 360,000 compounds, 0.061% hits | Matrix metalloproteinase-14 (Homo sapiens), P50281;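 active means GFP/RFP ratio change of at least 30% with cell ATP level not reduced by more than half and red fluorescence within 50% of control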; further: strong numbers were not always called active
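Test system: HT1080 cells expressing an RFP-PRO-GFP fluorescent reporter construct / Compound dosing: single-point 20 µM compound, 1% DMSO / Schedule: cells overnight before dosing, compound overnight, 37 °C, 5% CO2 / Evaluation: GFP/RFP fluorescence ratio / Control set: DMSO and RFP-L50D-GFP cell wells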
CSN deneddyl inh: inhibitors of CSN-mediated cullin deneddylation, primary screen, biochemical, fluorescence polarization, uHTS; 360,000 compounds, 0.38% hits; AID 651999, 2013; Purified CSN, SCF-Nedd8-OG deneddylation; inhibition, % at 12.5 µM;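 active means pattern-corrected inhibition above about 35%, with an unprinted fluorescence ratio check between 0.5 and 1.5, limit read from the data, passing the limit was not always enough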;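 further: 0% = enzyme with substrate and 100% = substrate without enzyme; some results filed as inactive read as strong as hits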
Target sequence (Q92905 whole entry, looked up, one chain of several): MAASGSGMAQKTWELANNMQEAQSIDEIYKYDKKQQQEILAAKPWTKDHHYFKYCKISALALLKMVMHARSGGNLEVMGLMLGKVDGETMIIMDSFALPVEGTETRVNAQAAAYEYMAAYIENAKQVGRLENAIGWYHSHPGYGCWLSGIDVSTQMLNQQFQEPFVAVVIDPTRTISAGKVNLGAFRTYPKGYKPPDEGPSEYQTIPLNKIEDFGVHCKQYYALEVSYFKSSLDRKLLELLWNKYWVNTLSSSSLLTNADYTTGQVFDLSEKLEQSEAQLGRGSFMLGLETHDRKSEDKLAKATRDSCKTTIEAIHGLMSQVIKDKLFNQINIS
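Test system: purified human Csn5 enzyme expressed in HEK293T cells. Amount: 0.24 nM enzyme. Reagent: SCFSkp2-Nedd8OG substrate at 10 nM final. Schedule: 90 min incubation of compound, enzyme and substrate at room temperature. Detection: fluorescence polarization. Read-out: % inhibition of substrate cleavage by Csn5.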
MsrA inh: bovine MsrA enzyme inhibitors, primary screen, biochemical, absorbance, HTS; Methionine sulfoxide reductase A (Bos taurus); purified bovine MsrA, absorbance read-out; inhibition, % at 15.5 µM; 360,000 compounds, 0.75% hits; AID 651718, 2012; in the data active means inhibition above about 4.5%;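 further: 0% = vehicle wells with enzyme and 100% = reference inhibitor wells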
MsrA act: bovine MsrA enzyme activators, primary screen, biochemical, absorbance, HTS; Methionine sulfoxide reductase A (Bos taurus); purified bovine MsrA, absorbance read-out; activation, % at 10.6 µM; 360,000 compounds, 0.3% hits; AID 602163, 2012; in the data active means activation above about 7.5%;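 further: 0% = vehicle and 100% = reference activator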
Rin1 Abl inh: inhibitors of Rin1-Abl protein binding, primary screen, biochemical, TR-FRET. Tyrosine-protein kinase ABL1 (Homo sapiens) + Ras and Rab interactor 1 (Homo sapiens), …. AID 588664, 2011. 360,000 compounds, 0.4% hits. inhibition, % at 7.35 µM; in the data active means inhibition above about 5%, passing the limit was not always enough
PABP1 MLLE inh: inhibitors of PABP1 MLLE–PAM2 peptide binding, primary screen, biochemical, fluorescence polarization, FITC-PAM2, GST-MLLE; Polyadenylate-binding protein 1 (Homo sapiens), P11940; inhibition, % at 20 µM; 360,000 compounds, 0.36% hits; AID 588489, 2011; in the data active means inhibition above about 35%, passing the limit was not always enough;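 further: plate controls were DMSO wells with GST-MLLE for no effect and wells lacking GST-MLLE protein for full effect; some results filed as inactive read as strong as hits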
Target sequence (P11940 whole entry, looked up): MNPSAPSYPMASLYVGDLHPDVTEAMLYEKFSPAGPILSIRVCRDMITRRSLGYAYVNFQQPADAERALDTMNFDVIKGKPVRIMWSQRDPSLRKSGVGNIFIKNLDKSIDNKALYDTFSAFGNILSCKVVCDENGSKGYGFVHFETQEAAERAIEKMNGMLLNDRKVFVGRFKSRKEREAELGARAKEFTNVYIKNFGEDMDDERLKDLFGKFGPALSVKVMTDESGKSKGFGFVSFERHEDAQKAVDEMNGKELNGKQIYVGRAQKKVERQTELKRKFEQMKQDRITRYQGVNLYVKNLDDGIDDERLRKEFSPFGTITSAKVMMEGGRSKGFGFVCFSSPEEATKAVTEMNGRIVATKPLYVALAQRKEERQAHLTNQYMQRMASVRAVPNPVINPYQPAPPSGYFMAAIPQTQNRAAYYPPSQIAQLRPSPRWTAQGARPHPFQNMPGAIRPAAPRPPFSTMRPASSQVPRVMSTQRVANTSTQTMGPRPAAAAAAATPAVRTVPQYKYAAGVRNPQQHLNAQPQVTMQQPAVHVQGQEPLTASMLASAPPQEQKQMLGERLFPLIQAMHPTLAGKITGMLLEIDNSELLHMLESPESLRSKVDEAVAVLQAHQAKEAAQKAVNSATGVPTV
E coli Lon inh: inhibitors of E. coli Lon protease, primary screen, biochemical, fluorescence polarization | P0A9M0 | purified E. coli Lon protease | inhibition, % at 7.94 µM | 360,000 compounds, 0.42% hits | AID 602123, 2011; in the data active means inhibition above about 13%, passing the limit was not always enough;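 further: 0% = enzyme with probe and DMSO and 100% = no enzyme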
Rpn11 inh: Rpn11 (PSMD14) deubiquitinase inhibitors, primary screen, biochemical, fluorescence polarization, uHTS. calls only at 20 µM. human 26S proteasome, Ub4-pepOG fluorescence polarization; 20S core pre-blocked with epoxomicin. 360,000 compounds, 0.59% hits. 26S proteasome non-ATPase regulatory subunit 14 (Homo sapiens), O00487. AID 588493, 2011;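 active means inhibition at 20 µM, scaled to each plate's controls, above about 33%, limit read from the data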
* marks the source's active call; other numbers are inactive results; i = inactive; · = not tested or not shown.

SMILES	FAS-TE inh	MT1-MMP act inh	CSN deneddyl inh	MsrA inh	MsrA act	Rin1 Abl inh	PABP1 MLLE inh	E coli Lon inh	Rpn11 inh
COc1ccc(C2CC(=O)C(C=NCC(C)C)=C(O)C2)cc1 (configuration not stated)	-10	-2	-3	-1.0	-2	-2	-5	-15	i
O=C(Nc1nc2ccccc2s1)C1CCCN1S(=O)(=O)c1ccc(Cl)cc1 (configuration not stated)	17	-2	-8	1.6	-1	-3	-10	-4	i
CC(=O)Nc1ccc(SCC(=O)OCC(=O)NC(=O)NCc2ccco2)cc1	-5	3	4	1.0	-2	3	-5	-11	i
Cc1c(Cl)cccc1NC(=S)N(C)CCC#N	-1	-1	-5	-0.4	0	3	-17	-5	i
Cc1ccc(C(=O)OCC(=O)NCc2cccs2)s1	-8	-1	0	0.6	-1	3	7	-13	i
COc1ccc(/C=C2\SC(=S)N(N3C(=O)CCC3=O)C2=O)cc1O	-5	4	-2	2.7	-3	0	-20	-11	i
Cc1ccc(C(=O)NC(=C(Cl)Cl)S(=O)(=O)c2ccccc2)cc1	20	0	-3	0.6	-2	-1	-21	3	i
O=C(NNC(=O)c1ccc(Cl)s1)c1csc(N2CCOCC2)n1	-4	-3	-3	1.8	-5	1	-7	-12	i
CN1/C(=C\C(=O)Nc2cccc(Cl)c2)C(C)(C)c2ccccc21	32	8	1	2.2	-14	-1	-3	-1	i
COc1ccc(N(CC(=O)NC2CCCC2)C(=O)Cn2nnc(-c3ccc(C)o3)n2)c(OC)c1	0	1	2	0.4	-4	1	-1	-6	i
CC(C)(C)N1CC(c2nc3ccccc3n2Cc2ccccc2)CC1=O (configuration not stated)	-6	-2	-2	-0.4	-3	-2	0	-2	i
CCOc1cccc(NC(=O)Cc2cccs2)c1	-5	2	-5	-0.4	0	-1	0	9	i
CCOC(=O)C(N)CSC1CC(=O)N(c2ccc(OCC)cc2)C1=O (configuration not stated)	-4	-2	-3	-0.5	-2	-1	18	-7	i
Cn1cccc1-c1nc2ccc(NC(=O)c3ccco3)cc2[nH]1	-4	4	3	7.3*	-1	0	7	-3	i
CCOc1ccccc1N(CC(=O)NCC1CCCO1)C(=O)CCC(=O)Nc1cc(C)on1 (configuration not stated)	-8	-2	4	0.4	-1	-3	-4	-5	i
OCCOCCOc1cccc2[nH]ccc12	-2	4	7	0.3	0	3	-1	11	i
Cc1ccc(-c2nc(-c3ccccn3)no2)cc1Cl	4	4	2	-1.1	-1	1	0	3	i
CCN(C[C@H]1N[C@@](C)(C(=O)OC)[C@H]2C(=O)N(C)C(=O)[C@@H]12)S(=O)(=O)c1ccc(C)cc1	-7	1	-4	-0.1	-1	-3	-5	3	i
CCN(CC)S(=O)(=O)c1cc(NC(=O)c2ccc(Br)s2)ccc1C	16	-4	7	-0.8	-5	2	-11	-4	i
COc1c(-c2ccc(O)cc2)oc2cc(O)cc(O)c2c1=O	-9	2	13	0.6	-12	11	-3	4	i
COC(=O)Cc1[nH]n(-c2ccccc2)c(=O)c1C=Nc1ccc(C)cc1	12	-5	2	0.6	-8	0	5	0	i
O=C(CN1C(=O)NC2(CCc3ccccc32)C1=O)NCc1ccc(Cl)cc1 (configuration not stated)	2	-5	3	-0.6	-4	5	-3	-5	i
CCCCNC(=O)C1c2cc(OC)c(OC)cc2C(=O)N(C)C1c1cccs1 (configuration not stated)	-1	1	1	-0.9	-4	3	-7	-5	i
Cc1cc(S(=O)(=O)NCC2CCCO2)c(C)cc1Br (configuration not stated)	0	1	-2	-1.5	-2	0	3	9	i

Sorted by count of non-hydrogen atoms (falling): 4 of the compounds above.
SMILES	FAS-TE inh	MT1-MMP act inh	CSN deneddyl inh	MsrA inh	MsrA act	Rin1 Abl inh	PABP1 MLLE inh	E coli Lon inh	Rpn11 inh
CCN(C[C@H]1N[C@@](C)(C(=O)OC)[C@H]2C(=O)N(C)C(=O)[C@@H]12)S(=O)(=O)c1ccc(C)cc1	-7	1	-4	-0.1	-1	-3	-5	3	i
CCCCNC(=O)C1c2cc(OC)c(OC)cc2C(=O)N(C)C1c1cccs1 (configuration not stated)	-1	1	1	-0.9	-4	3	-7	-5	i
CCOC(=O)C(N)CSC1CC(=O)N(c2ccc(OCC)cc2)C1=O (configuration not stated)	-4	-2	-3	-0.5	-2	-1	18	-7	i
Cn1cccc1-c1nc2ccc(NC(=O)c3ccco3)cc2[nH]1	-4	4	3	7.3*	-1	0	7	-3	i

Going on with the list.
SMILES	FAS-TE inh	MT1-MMP act inh	CSN deneddyl inh	MsrA inh	MsrA act	Rin1 Abl inh	PABP1 MLLE inh	E coli Lon inh	Rpn11 inh
CCCCCCn1c(=O)n2n(c1=O)C[C@]1(OC(=O)NCc3ccc(OC)c(OC)c3)CN(S(=O)(=O)c3ccc(C)cc3)C[C@]1(O)C2	16	-2	-5	-0.7	-1	-3	5	-2	i
CCN(CCCNC(=O)Cn1ncc2c([nH]c3ccc(C)cc32)c1=O)Cc1ccccc1	-9	1	2	0.6	-2	-7	-10	3	i
N/C(=N\OC(=O)Cc1ccccc1[N+](=O)[O-])c1ccc(Br)cc1	13	6	-2	-1.4	-3	6	-8	7	i
CN(C)C(CNC(=O)CSc1nnc(-c2ccco2)o1)c1ccccc1 (configuration not stated)	-2	-3	-5	0.5	-3	0	-54	8	i
COc1cccc(/C=N/Nc2cc(C)nc(-c3ccccc3O)n2)c1O	24	-16	-3	1.9	-7	2	-3	-1	i
COC(C(=O)Nc1ccc(S(=O)(=O)N2CCCCC2)cc1)c1ccccc1 (configuration not stated)	6	2	1	0.9	-8	3	1	-7	i
O=C(CCC(=O)OCC(F)(F)C(F)F)Nc1ccc(Cl)cc1	-7	2	-4	0.7	2	-5	-4	-1	i
COc1ccc(NC(=O)CSc2nc(O)cc(=O)[nH]2)c(OC)c1	-2	3	2	0.9	-1	-4	16	-7	i
CCc1nc2ccc(C(=O)NCCCn3ccnc3)cn2c1N(C)CCC(C)C	-11	3	4	0.7	1	-1	-3	7	i
COc1ccccc1C(=O)Nc1ccc(S(=O)(=O)NC2=NCCCCC2)cc1	2	4	-6	-0.9	1	0	-9	2	i
COC(=O)c1cc(CNC(=O)c2ccc(O)c(Cl)c2)ccc1OC	-9	0	-14	-0.1	-8	4	8	3	i
CC(NC(=O)COc1ccccc1)C(=O)OCC(=O)c1cc2ccccc2o1 (configuration not stated)	-4	1	6	0.2	3	-1	-24	0	i
O=C(CSc1nncc(=O)[nH]1)Nc1cccc([N+](=O)[O-])c1	-4	-4	3	-0.4	-2	-1	37	-6	i
O=C(COC(=O)CCS(=O)(=O)c1ccc(Cl)cc1)NCCc1ccc(Cl)cc1Cl	-13	-3	4	0.6	-1	1	2	-11	i
COc1ccc(CC(=O)Cc2ccc(OC)c(OC)c2)cc1OC	-9	5	-4	0.9	-2	1	-16	-6	i
CNc1c([N+](=O)[O-])ncn1C	-5	1	-10	0.7	-5	-1	2	-5	i
Fc1cc(NC(=S)NCc2ccc(CNC(=S)Nc3ccc(Cl)c(F)c3)cc2)ccc1Cl	6	7	6	1.4	-2	0	18	1	i
COCCNC(=O)CN(C(=O)Cn1nnc2ccccc21)c1ccccc1	-9	-1	-1	0.0	-9	5	-12	-7	i
CCN1C(=O)C2C(c3ccc(O)c(OC)c3)NC(C)(C(=O)OC)C2C1=O (configuration not stated)	-5	-2	5	0.8	-7	0	-10	-6	i
CC1CN(c2ccc(C(=O)c3ccccc3C(=O)O)cc2[N+](=O)[O-])CC(C)O1 (configuration not stated)	-6	5	4	4.3	-4	2	9	7	i
COc1ccc(OCCn2cc(/C(N)=N/O)c3ccccc32)cc1	-108	0	0	1.2	-3	-2	-11	1	i
COc1cc(CN2CCN(C(c3ccccc3)c3ccccc3)CC2)cc(OC)c1OC	11	-15	-1	-0.1	-4	0	-9	-9	i
O=C(CN1C(=O)C(=O)N(C2CCCC2)C1=O)Nc1ccccc1OC(F)F	-11	·	-4	0.4	-11	5	-2	-7	i
CCCn1nnnc1-c1ccc(Cl)cc1	-9	-3	-4	-0.9	-1	4	5	-2	i

Part of the list above, in markdown:
| Compound | FAS-TE inh | MT1-MMP act inh | CSN deneddyl inh | MsrA inh | MsrA act | Rin1 Abl inh | PABP1 MLLE inh | E coli Lon inh | Rpn11 inh |
| --- | --- | --- | --- | --- | --- | --- | --- | --- | --- |
| CNc1c([N+](=O)[O-])ncn1C | -5 | 1 | -10 | 0.7 | -5 | -1 | 2 | -5 | i |
| Cc1ccc(C(=O)OCC(=O)NCc2cccs2)s1 | -8 | -1 | 0 | 0.6 | -1 | 3 | 7 | -13 | i |

The list continues:
SMILES	FAS-TE inh	MT1-MMP act inh	CSN deneddyl inh	MsrA inh	MsrA act	Rin1 Abl inh	PABP1 MLLE inh	E coli Lon inh	Rpn11 inh
COC(=O)/C(=N/Nc1ccccc1Cl)Sc1nnc(C(O)c2ccccc2)n1-c1ccccc1 (configuration not stated)	3	2	6	0.5	-3	2	12	11	i
COc1ccc(F)cc1C(=O)COC(=O)c1n[nH]c(=O)c2ccccc12	-1	0	-4	0.5	-9	2	2	-9	i
COC(=O)c1cc(NC(=S)NCc2ccc(Cl)cc2)cc(C(=O)OC)c1	51*	-7	2	-0.7	-4	0	15	6	i
NS(=O)(=O)c1ccc(NC(=O)COC(=O)c2cccc(S(=O)(=O)N3CCCC3)c2)cc1	-3	0	-4	-0.1	-4	-1	8	2	i
O=C(Nn1c(O)c(C=C2N=c3ccccc3=N2)sc1=S)c1ccc(Cl)cc1	-4	8	-10	-0.2	0	1	-77	-10	i
Cc1ccc(S(=O)(=O)NCCC(=O)OCC(=O)Nc2ccccc2Cl)cc1	2	3	3	0.3	-2	-1	0	0	i
Cn1cc(-c2csc(C(C)(O)c3cccnc3)n2)cn1 (configuration not stated)	-10	0	4	0.7	-6	3	12	1	i
S=C(NCCc1ccncc1)Nc1cccc2ccccc12	0	3	-9	-1.0	-1	1	26	-4	i
Cc1ccc(CCNCc2c(C(=O)O)c(C)n(-c3ccccc3)c2C)cc1	-2	0	3	1.8	-2	1	-13	-9	i
CCCCN1CC(N2CCCCC2)CS1(=O)=O (configuration not stated)	-15	1	-1	0.1	-3	5	1	-4	i
Cc1nc2ccccc2c(=O)n1NC(=O)C1CCC(C(C)(C)C)CC1 (configuration not stated)	0	5	-2	-0.7	-7	-4	0	-3	i

Single records (already shown):
`CCOc1cccc(NC(=O)Cc2cccs2)c1` as listed: FAS-TE inh = -5; MT1-MMP act inh = 2; CSN deneddyl inh = -5; MsrA inh = -0.4; MsrA act = 0; Rin1 Abl inh = -1; PABP1 MLLE inh = 0; E coli Lon inh = 9; Rpn11 inh = i
`COC(=O)c1cc(CNC(=O)c2ccc(O)c(Cl)c2)ccc1OC` as listed: FAS-TE inh = -9; MT1-MMP act inh = 0; CSN deneddyl inh = -14; MsrA inh = -0.1; MsrA act = -8; Rin1 Abl inh = 4; PABP1 MLLE inh = 8; E coli Lon inh = 3; Rpn11 inh = i
